Source: PubChem BioAssay
RGS4 inh = inhibitors of human regulator of G protein signaling 4 | P49798 | Transcreener GDP fluorescence polarization, RGS4-accelerated GTP hydrolysis | Potency, µM (top dose mostly 114 µM), without a hit: at the highest dose activity change, negative = inhibition, hits mostly inhibitors | 390,000 tested, 0.039% active | AID 504845; note: potency is the fitted concentration of half-maximal effect; % is set by controls: 0 for no effect and ±100 for the full control effect; nearly all actives have a fitted effect of over 75% in size; some results filed as inactive show a strong effect at the top dose
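MLSMR compounds (23 nl, pin-transferred) preincubated 10 min at room temperature with a 500nM (2x) first reagent, then RGS4 at 900nM (2x) plus Transcreener GDP mix added; fluorescence polarization (620/688 nm) read before and after 90 min at 30 °C.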
12-LOX inh = ALOX12 (human) lipoxygenase inhibition | 580,000 tested, 1.1% active | P18054 | purified 12hLO, xylenol orange hydroperoxide absorbance | Potency, µM (doses to about 108 µM), inactives show at the top dose activity change, negative = inhibition, usual class: inhibitors; note: potency is the fitted concentration of half-maximal effect; % is set by controls: 0 for no effect and ±100 for the full control effect
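Hydroperoxide product was detected by ferrous iron/xylenol orange as the 573 to 405 nm absorbance ratio. Arachidonic acid at 40 uM (final) was turned over for 30 min at room temperature by 150 nM human 12hLO, pH 7.0 Hepes buffer, after 15 min compound preincubation.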
HP1b chromo inh = HP1-beta chromodomain-methylated histone interaction inhibition; Potency, µM (top dose mostly 114 µM), for inactives: at the highest dose activity change, negative = inhibition, actives largely listed as inhibitors; AID 540317; P83916; 390,000 tested, 0.56% active; AlphaScreen HP1-beta / biotin-H3K9me3 peptide binding; note: potency is the fitted concentration of half-maximal effect; nearly all actives have a fitted effect of over 70% in size; inactives centre near 23
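Compound inhibition of the preformed complex between 50 nM HP1-beta and 50 nM biotinylated H3K9me3 peptide was read by AlphaScreen. Buffer was PBS pH 7.4 with 0.01% Tween-20. Incubations ran 30 min at room temperature, with 10 ug/mL donor/acceptor beads.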
JMJD2A Tudor = blocks the human JMJD2A Tudor domain. O75164. AlphaScreen JMJD2A-Tudor / H3K4me3 peptide binding. AID 504339. Potency, µM (series often up to 114 µM), inactives show at the highest dose activity change, negative = inhibition, most hits filed as inhibitors. 390,000 tested, 4.4% active; note: potency is the fitted concentration of half-maximal effect; % is set by controls: 0 for no effect and ±100 for the full control effect; nearly all actives have a fitted effect of over 50% in size
Target sequence (O75164 whole entry, looked up, the tested form may be a part): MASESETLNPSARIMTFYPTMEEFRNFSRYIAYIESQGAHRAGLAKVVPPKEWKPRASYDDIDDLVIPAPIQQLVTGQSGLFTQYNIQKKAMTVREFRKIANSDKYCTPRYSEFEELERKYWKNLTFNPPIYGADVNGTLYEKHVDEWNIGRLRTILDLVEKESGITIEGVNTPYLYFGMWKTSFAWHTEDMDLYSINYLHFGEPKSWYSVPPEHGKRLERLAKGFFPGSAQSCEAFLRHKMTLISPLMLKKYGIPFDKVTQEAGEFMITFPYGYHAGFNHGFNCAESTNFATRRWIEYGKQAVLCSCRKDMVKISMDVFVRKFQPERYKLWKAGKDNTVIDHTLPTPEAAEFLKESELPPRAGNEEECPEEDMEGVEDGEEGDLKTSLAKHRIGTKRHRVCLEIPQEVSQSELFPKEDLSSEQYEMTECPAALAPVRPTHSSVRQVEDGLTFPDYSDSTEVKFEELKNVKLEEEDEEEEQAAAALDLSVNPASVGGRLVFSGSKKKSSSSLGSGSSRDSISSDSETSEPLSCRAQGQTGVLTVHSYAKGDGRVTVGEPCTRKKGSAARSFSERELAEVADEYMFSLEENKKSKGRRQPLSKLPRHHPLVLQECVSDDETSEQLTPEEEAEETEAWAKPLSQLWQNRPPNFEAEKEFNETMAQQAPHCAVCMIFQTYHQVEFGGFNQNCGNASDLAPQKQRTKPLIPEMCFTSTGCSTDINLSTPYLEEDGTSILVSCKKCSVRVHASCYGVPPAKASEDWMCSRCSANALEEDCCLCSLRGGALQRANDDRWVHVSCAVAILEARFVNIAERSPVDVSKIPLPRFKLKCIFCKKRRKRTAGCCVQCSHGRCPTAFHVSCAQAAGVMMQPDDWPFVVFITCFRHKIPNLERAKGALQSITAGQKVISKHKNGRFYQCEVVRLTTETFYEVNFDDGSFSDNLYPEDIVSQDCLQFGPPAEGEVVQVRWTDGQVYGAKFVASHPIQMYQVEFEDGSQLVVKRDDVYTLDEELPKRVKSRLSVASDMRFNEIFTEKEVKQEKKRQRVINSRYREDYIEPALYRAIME
ERG-DNA inh = blocks human ERG Ets domain binding to DNA; P11308; fluorescence polarization, His-ERG Ets domain / labelled DNA; Potency, µM (top dose mostly 76.9 µM), without a hit: at the highest dose FP activity, negative = inhibition, most hits filed as inhibitors; 370,000 tested, 0.028% active; AID 624246; active = well fitted inhibition curve with a large enough effect in the polarisation, with a control signal flat; inconclusive = small, poorly fitted or top-dose-only effect, or effect the other way, or a change in a side signal; inactive = no such curve, though single readings can be large or run the other way; the % refers to the polarisation;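 note: polarization taken with two DNA probes labelled with fluorescein and Texas red; potency is the fitted concentration of half-maximal effect; % of control where 0% means no effect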
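His-tagged ERG Ets domain (1 uM in the protein solution; 300mM KCl, 50mM Tris-HCl, 1mM EDTA, 1mM DTT, pH 7.5) received compound, then a probe mix of 5 nM fluorescein-DNA and 100nM Texas-615-DNA. Fluorescence polarization was read for both dyes.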
G9a block = blocks human histone lysine methyltransferase G9a; 350,000 tested, 8.8% active; Q96KQ7; G9a H3K9 monomethylation, AlphaScreen, 2 h; Potency, µM (titrated, usually from 102 µM), for inactives: top-dose activity, negative = inhibition, actives largely listed as inhibitors; note: potency is the fitted concentration of half-maximal effect; % is set by controls: 0 for no effect and ±100 for the full control effect; nearly all actives have a fitted effect of over 75% in size
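Using a bead-based AlphaScreen, monomethylated H3K9 product from 2 h room-temperature reactions (G9a 20 nM, peptide 500 nM, SAM 20 uM) was detected with 0.5 ug/mL rabbit anti-H3K9me1 antibody.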
PI4K2A block = blocks human PI4K2A kinase activity. activity change, negative = inhibition, % at 76.9 µM. AID 1346378. Q9BTU6. 420,000 tested, 0.13% active. purified PI4K2A, ADP-Glo luminescence, 1 h; stronger effect = lower value; in the data active = activity change below about -50%; inconclusive = mostly about -30% to -49%;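 note: -100% = wells without enzyme as full effect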
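ADP-Glo luminescence measured ADP generated by PI4K2A enzyme (4 ug/mL before mixing) with 1.2 mM PI substrate (pre-mix) and 300 microM ATP (pre-mix). Tris pH7.5 buffer with MgCl2, Triton X-100; 1 h reaction at ambient temperature.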
BAZ2B block = blocks human BAZ2B | Q9UIF8 | AlphaScreen BAZ2B-H3K14Ac peptide displacement | Potency, µM (top dose mostly 114 µM), without a hit: top-dose activity change, negative = inhibition, actives largely listed as inhibitors | 360,000 tested, 4.4% active | AID 504333; note: potency is the fitted concentration of half-maximal effect; % is set by controls: 0 for no effect and ±100 for the full control effect; nearly all actives have a fitted effect of over 60% in size
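Multi-concentration screen (max 110 uM) measuring displacement of acetylated histone H3 peptide from BAZ2B by AlphaScreen, using 50 nM protein, 50 nM peptide and 10 ug/mL streptavidin donor plus Ni-chelate acceptor beads.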
GLS inh = glutaminase GLS (human) inhibition | Potency, µM (titrated, usually from 45.5 µM), without a hit: at the highest dose activity change, negative = inhibition, usual class: inhibitors | 410,000 tested, 0.21% active | GLS enzymatic activity, qHTS titration | O94925 | AID 624170; note: potency is the fitted concentration of half-maximal effect; % is set by controls: 0 for no effect and ±100 for the full control effect
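Coupled fluorescence readout: glutamate oxidase/HRP/Amplex Red detect glutamate formed by hKGA from L-glutamine (1 mM solution added). Buffer 45 mM KH2PO4 pH 8.2, 0.02% Tween-20; reads at t0 and 30 min RT.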
The depositor's hits bear a star; ? = inconclusive; · = not tested or not shown; & = joins results of further samples; [ ] = dose if it differs, or a comment. Unless noted, calls come from the whole dose curve; as a rule, active = well fitted curve in the direction sought with a large enough effect; inconclusive = small, poorly fitted or top-dose-only effect, or another doubt; inactive = no such curve, though single readings can be large; an effect the other way counts as inactive or inconclusive.

SMILES	RGS4 inh	12-LOX inh	HP1b chromo inh	JMJD2A Tudor	ERG-DNA inh	G9a block	PI4K2A block	BAZ2B block	GLS inh
COc1ccnc(Oc2ccccc2)c1C(=O)N/C=N/OCc1ccc(F)cc1Cl	4.4%	?	44.1%[activator]	-18.5%	·	-10.0%[59 µM]	-3.2	17.0%	4.1%
Cc1onc(-c2ccccc2Cl)c1C(=O)NC(=S)Nc1ccc(C(C)C)cc1	-32.5%	0.0%	38.6%	-12.0%	-25.8%	·	3.6	-19.3%	0.9%
C=CCn1c(SCCCC)nc(O)cc1=O	-7.4%&-22.0%	?	43.2%&28.0%[activator]	-2.8%&-13.4%	-7.6%	?	6.6&-2.7	2.9%&-11.7%	-3.7%&10.2%
COc1cc2c(cc1OC)/C(=C/C(=O)N1CCOCC1)NC(C)(C)C2	2.2%	?	2.4%	?	3.3%	?	20.5	-17.0%	5.5%
O=C(NCc1ccc(Cl)cc1)C1=Cc2cc(Cl)ccc2OC1	-1.4%	?	56.9%[activator]	4.8%	1.7%	4.7%[12.7 µM]	4.2	-1.6%	-4.6%
COc1ccc(OC)c(-c2csc(NC(=O)CSc3ccc(Br)cc3)n2)c1	-2.8%	2.2%	20.1%	-25.3%	-3.6%	3.8%[59 µM]	-3.7	?	2.9%
CN(CC(=O)N1CCc2ccccc21)S(=O)(=O)c1ccc(Cl)cc1	-14.9%	-23.6%	27.6%	3.1%	-5.7%	22.0%[12.7 µM]	0.7	0.5%	-2.5%
CC(OC(=O)c1cccc(S(=O)(=O)N(C)C)c1)C(=O)NCc1ccc2c(c1)OCO2 (stereo not drawn)	-11.7%	-23.3%	28.0%	-5.5%	-7.5%	?	9.7	4.3%	1.6%
Cc1ccc(S(=O)(=O)N2CCN(C(=O)CN3CCOCC3)C2C(C)C)cc1 (stereo not drawn)	18.8%	-0.5%	2.8%	-18.0%	8.8%	-10.9%[12.7 µM]	4.6	6.1%	-15.4%
CSc1ccccc1C(=O)Nc1cccc([N+](=O)[O-])c1C	-16.0%	1.7%	27.2%	-6.3%	-18.8%	-48.9%	-2.5	-6.2%	-10.6%
CCC(C)N(C(=O)Cn1nnc(-c2ccc(F)cc2)n1)C1CCS(=O)(=O)C1 (stereo not drawn)	-6.0%	0.0%	21.2%	-2.1%	5.3%	·	-3.1	-14.3%	1.5%
CN(C)S(=O)(=O)c1cccc(C(=O)N=C2N=C3C=CC(Cl)=CN3Cc3ccccc32)c1	7.0%	-11.1%	30.4%	6.6%	4.9%	-16.2%[59 µM]	-9.4	-16.2%	-2.2%
Nc1c(C(=O)CSc2nnnn2-c2ccc(O)cc2)c(=O)[nH]c(=O)n1C1CC1	-33.0%	-29.2%	14.0%	0.0%	-1.8%	?	-14.4	8.1%	-3.7%
COc1ccc(N2CCN(c3nc(NCCO)nc(N4CCOCC4)n3)CC2)cc1	13.0%	6.0%	-15.8%	-31.3%	-1.0%	?	-4.0	?	52.8%[activator]
COc1cccc(CNC(=O)c2nn(-c3ccccc3Cl)nc2CO)c1	16.4%	-8.5%	19.3%	-21.7%	-2.0%	-4.3%[59 µM]	-3.5	4.9%	-9.8%
Nc1ccc(-c2ccc(N)c(C(=O)O)c2)cc1C(=O)O	22.4%[56.9 µM]	-26.7%	10.7%	-25.0%	-1.1%	?	-5.0	-11.4%	14.1%
Cc1ccc2cc3c(N)c4c(C)ccc(C)c4nc3nc2c1	-13.1%	-24.0%	-11.8%	?	-7.8%	?	-2.7	·	-5.5%
CC(C)CNC(=O)NC(=O)COc1c(F)c(F)cc(F)c1F	-19.2%	0.0%	57.0%[activator]	5.6%	8.7%	2.6%	3.5	0.0%	0.8%
O=C(NCCCN1CCOCC1)c1ccc2ccccc2c1	3.4%	16.6%	8.0%	-16.6%	1.8%	-14.0%	1.6	?	-8.4%
CCc1ccc(NC(=O)C2(c3cccs3)CCOCC2)cc1	25.9%	-11.0%	21.8%	8.4%	-5.5%	9.7%[59 µM]	0.2	2.8%	21.9%
Cc1nnc(NC(=O)CCC(=O)NCc2cccs2)s1	12.9%	0.2%	34.6%	?	10.7%	-9.8%[59 µM]	-6.0	-33.7%	8.8%
O=C(CN1C(=O)CSCC1=O)Nc1ccc2c(c1)OCO2	-4.9%	-2.1%	22.3%	-3.7%	-4.8%	-3.3%	-8.9	-7.9%	0.8%
CC(C)NC(=S)NN=C1c2ccccc2-c2ccccc21	-23.8%	?	-22.7%	-12.0%	-5.8%	15.5%	2.1	-37.1%	0.0%
Cc1cc(N2CCOCC2)nc(-c2ccc(Br)cc2)n1	-12.8%	-24.7%	39.5%[activator]	-7.9%	2.8%	10.2%[59 µM]	1.4	-1.1%	4.7%
COc1ccc(C(=O)NNC(=O)C(=O)NCc2ccccc2)cc1	0.9%	0.1%	41.3%	0.7%	-2.8%	49.4%	1.9	-30.0%	-5.0%
Cc1cc(N/N=C/c2ccc(O)cc2O)nc(-n2nc(C)cc2C)n1	0.3%	-0.5%	3.9%	-31.6%	-8.7%	51.1%[59 µM]	0.8	-5.4%	26.4%
Cc1ccc(-n2c(C)cc(C(=O)C(=O)Nc3ccccc3)c2C)c(C)c1	12.7%	-6.0%	33.1%	-10.3%	0.8%	-37.9%[59 µM]	-4.4	0.4%	-1.3%
COc1ccc(C(=O)N2CCN(c3ccccc3)CC2)cc1S(=O)(=O)N1CCCC1	20.9%	?	6.7%	-11.1%	-16.0%	·	-1.0	-11.1%	-24.9%
CCCc1nnc(NC(=O)Cc2coc3c(C)c(C)ccc23)s1	3.3%	?	50.1%[activator]	6.6%	1.6%	3.3%[59 µM]	-1.6	1.4%	-1.9%
COc1ccc2cc(CN(C(=O)Nc3ccccc3)C3CCCC3)c(=O)[nH]c2c1	0.2%	-29.2%	11.9%	-15.7%	6.3%	-23.1%	3.0	-9.4%	-2.3%
COc1ccc(NC(=O)c2oc3c(c2C)-c2nn(Cc4c(F)cccc4Cl)cc2CC3)c(OC)c1	6.6%	-8.3%	15.7%	-13.8%	-0.6%	-9.5%[59 µM]	1.2	2.2%	-1.8%
O=C(c1noc2c1CCCCC2)N1CCN(c2cccc(Cl)c2)CC1	-19.4%	-24.3%	53.7%[activator]	11.3%	-4.3%	-2.7%[59 µM]	2.1	22.8%[57.1 µM]	2.0%
COc1ccc(-c2sc3cc(OC)c(OC)cc3c2C#CCCO)cc1	-4.6%	-1.3%	26.1%	-27.3%	-1.2%	3.2%[0.501 µM]	-5.5	?	0.7%
CCOC(=O)C1CCCN(C(=O)Cn2cnc3c2c(=O)n(C)c(=O)n3C)C1 (stereo not drawn)	0.7%	-26.4%	36.1%	0.7%	7.2%	-32.9%	2.4	2.6%	0.1%
CCCCNc1ccccc1C(=O)OCC(=O)Nc1ccc(S(N)(=O)=O)cc1	1.4%	-8.1%	41.4%[activator]	4.6%	0.0%	-41.9%	4.5	7.7%	-2.0%
COc1cc2ncnc(NCc3cccc(F)c3F)c2cc1OC	4.8%	4.9%	49.4%[activator]	-9.4%	2.0%	44.7µM*	-1.1	-4.2%	-4.9%
O=C(OCC(=O)N1CCc2ccccc21)c1ccccc1[N+](=O)[O-]	18.0%	0.9%	-0.8%	-33.8%	-6.6%	-2.5%[59 µM]	0.8	0.7%	4.4%
Cc1ccc(C(=O)N(Cc2ccc3c(c2)OCO3)Cc2nc3ccccc3c(=O)[nH]2)cc1	-4.2%	-5.1%	4.2%	-35.4%	·	-4.1%	-4.7	?	3.9%
COc1ccc(Cl)cc1S(=O)(=O)NCc1ccc2c(c1)CCN2C(=O)c1cccc(C)c1	-16.3%	0.3%	47.2%[activator][57 µM]	-13.6%	7.6%	10.9%[59 µM]	0.4	20.8%	7.4%
C/C=C/c1ccc(OC(C)=O)c(OC)c1	-27.9%	-0.3%	13.9%	-16.7%	-3.8%	-6.7%	-0.9	6.3%	-1.6%
O=C(NC(=S)Nc1ccccc1N1CCOCC1)c1sc2ccccc2c1Cl	5.5%	-1.5%	-7.2%	-28.9%	-5.6%	?	-2.0	-6.6%	23.7%
N#CC1=C(S)N(c2ccc(F)cc2)C(c2cccs2)NC1=O (stereo not drawn)	-12.3%[11.4 µM]	?	37.5%	-19.7%[57.1 µM]	-0.4%	15.8µM*	0.2	4.7%	-10.8%
O=C(CCc1nc2sc3c(c2c(=O)[nH]1)CCCC3)Nc1cccc(Cl)c1	8.4%	?	-3.8%	?	3.2%	21.1%[0.501 µM]	-11.4	-5.5%	10.6%
COc1ccc(CNC(=O)Cn2nnc3ccccc3c2=O)cc1	16.4%	-16.0%	39.3%[activator]	2.7%	-5.2%	2.7%	2.3	-8.3%	-0.9%
CCC(CC)C(=O)Nc1cc(-c2ccccc2F)nn1-c1ccccc1	6.7%	-17.9%	21.1%[57 µM]	-14.3%	-7.3%	1.9%[59 µM]	0.4	2.7%	-5.1%
Cc1ccc(C)c(-n2nnnc2SCC(=O)NNC(=O)c2ccco2)c1	7.1%	-0.3%	37.4%	-11.6%	-6.8%	-26.9%	0.9	4.8%	1.3%
COc1ccccc1CNc1ncnc2sccc12	-16.9%	-6.5%	-16.5%	-18.5%	3.0%	-27.2%	8.1	0.9%	-7.2%
CCCn1nnnc1SCC(=O)Nc1ccc(F)cc1	-5.6%	15.4%	20.6%	-11.8%	1.7%	-6.3%[59 µM]	10.5	26.1%	-0.3%

Only part of the results is shown; the hit share may differ from the screen's.
